# Compound activity deposited in PubChem by The Scripps Research Institute Molecular Screening Center.
# PLC-beta3 inh: PLC-beta3 (human) inhibition, primary screen; Q01970; Purified PLC-beta3, fluorogenic substrate, fluorescence; actives 0.18% (n = 370,000); inhibition, % at 12.2 µM; AID 720704; in the data active = inhibition above about 11%;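 also: 0% = median of compound wells on plate and 100% = full blocker control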
# ADAM10 inh: inhibits human ADAM10 | actives 0.62% (n = 370,000) | inhibition, % at 7 µM | recombinant ADAM10, EDANS/DABCYL FRET peptide cleavage, 3 h | O14672;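 active = inhibition above a per-campaign cutoff equal to the mean of compounds falling between control-based bounds plus 3 SD, cut at about 20% in these data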;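 also: 0% = DMSO wells while the 100% control is not disclosed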
# FXN GAA850 act: frataxin GAA850 promoter activation; actives 0.56% (n = 360,000); HEK293 lucGAA850 FXN promoter luciferase reporter, 24 h; percent of 10 µM SAHA response; activation, % at 6 µM;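 active = activation above the average of all compounds screened plus 3 SD, cutoff fixed separately per campaign, cut at about 7.5% in these data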;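 also: 0% = DMSO wells and 100% = 10 µM SAHA wells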
# ADAM17 inh: inhibitors of human ADAM17 | P78536 | recombinant ADAM17, EDANS/DABCYL FRET peptide cleavage | inhibition, % at 6.95 µM | actives 0.83% (n = 370,000);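 active = inhibition above the mean of compounds lying between control limits plus 3 SD, set per campaign, cut at about 8.5% in these data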;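 also: 0% = DMSO-only wells as the low control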
# PLCg1 inh: blocks human PLC-gamma1 enzyme activity; P19174; purified PLC-gamma1, fluorogenic substrate, fluorescence; inhibition, % at 12.2 µM; actives 0.84% (n = 370,000); AID 720700; in the data active = inhibition above about 9.5%
# Target sequence (P19174 whole entry, looked up): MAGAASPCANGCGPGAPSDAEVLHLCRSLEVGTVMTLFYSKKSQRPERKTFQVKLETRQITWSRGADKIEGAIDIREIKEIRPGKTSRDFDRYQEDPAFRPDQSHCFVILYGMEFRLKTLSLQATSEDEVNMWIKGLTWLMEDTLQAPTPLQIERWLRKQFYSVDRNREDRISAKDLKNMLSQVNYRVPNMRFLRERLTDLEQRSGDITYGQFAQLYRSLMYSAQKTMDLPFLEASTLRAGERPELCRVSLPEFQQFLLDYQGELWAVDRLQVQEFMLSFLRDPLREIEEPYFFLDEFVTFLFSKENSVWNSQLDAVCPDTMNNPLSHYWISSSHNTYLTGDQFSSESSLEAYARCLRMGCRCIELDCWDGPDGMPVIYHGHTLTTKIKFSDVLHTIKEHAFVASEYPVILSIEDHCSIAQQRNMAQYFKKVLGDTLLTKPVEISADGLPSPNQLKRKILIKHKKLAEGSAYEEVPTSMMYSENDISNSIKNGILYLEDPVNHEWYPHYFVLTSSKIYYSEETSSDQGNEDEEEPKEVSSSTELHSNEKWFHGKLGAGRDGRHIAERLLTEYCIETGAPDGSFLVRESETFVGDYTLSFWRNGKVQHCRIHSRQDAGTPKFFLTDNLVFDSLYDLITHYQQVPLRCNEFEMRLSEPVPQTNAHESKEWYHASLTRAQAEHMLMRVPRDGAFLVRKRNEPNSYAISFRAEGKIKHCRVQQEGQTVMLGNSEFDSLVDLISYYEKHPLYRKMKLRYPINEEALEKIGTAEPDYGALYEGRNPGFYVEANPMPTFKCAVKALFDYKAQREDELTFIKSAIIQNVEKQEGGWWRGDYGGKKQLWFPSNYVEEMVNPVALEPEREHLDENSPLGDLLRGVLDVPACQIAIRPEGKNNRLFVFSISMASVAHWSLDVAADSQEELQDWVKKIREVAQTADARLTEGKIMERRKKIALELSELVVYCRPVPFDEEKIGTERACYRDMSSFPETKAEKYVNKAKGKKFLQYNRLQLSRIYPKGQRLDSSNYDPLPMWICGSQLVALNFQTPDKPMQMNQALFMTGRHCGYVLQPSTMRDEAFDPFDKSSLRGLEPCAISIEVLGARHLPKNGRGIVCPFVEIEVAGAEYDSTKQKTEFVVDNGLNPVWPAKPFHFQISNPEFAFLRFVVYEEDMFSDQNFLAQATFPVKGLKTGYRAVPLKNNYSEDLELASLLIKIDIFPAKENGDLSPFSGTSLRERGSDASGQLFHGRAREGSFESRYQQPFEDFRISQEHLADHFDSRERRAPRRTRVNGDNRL
# hcDAF-12 act: H. contortus DAF-12 activation, primary screen; HEK293 hcDAF-12 lit1-tk-luc reporter, luminescence; 0% DMSO, 100% Δ7-dafachronic acid; activation, % at 6.8 µM; actives 1.4% (n = 370,000);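 active = activation above the mean of all tested compounds plus 3 SD, cut at about 5.5% in these data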;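 also: 100% = response to 3 µM Δ7-dafachronic acid high control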
# sPLA2-III inh: Blocks human group III sPLA2 activity; Q9NZ20; QFRET BODIPY PC-A2 liposome hydrolysis, fluorescence; inhibition, % at 12.2 µM; actives 0.56% (n = 370,000); AID 743126;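 active = inhibition above mean plus 3 SD of compounds lying within the high and low control bounds, cut at about 19% in these data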;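 also: 0% = median of test compound wells and 100% = no enzyme DMSO wells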
# hgDAF12 agonist: hgDAF-12 agonism, primary luciferase screen. HEK293 GAL4-hgDAF12 UAS-luciferase reporter, agonist luminescence; normalized to butyrate control. activation, % at 6.8 µM. actives 1.8% (n = 370,000). AID 687014;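 active = activation above a cutoff set at the mean of all screened compounds plus 3 SD, cut at about 10% in these data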;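 also: 0% = DMSO wells and 100% = sodium butyrate wells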
# DAX1 inh-1: DAX1 (NR0B1) inhibition, primary screen | HEK293T StAR-luciferase reporter, SF-1/DAX-1 repression relief | inhibition, % at 6.8 µM | actives 1.1% (n = 370,000) | AID 652010;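 active = inhibition above the mean over all tested compounds plus 3 SD, cut at about 3.6% in these data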;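 also: 0% = DAX-1 cells with DMSO and 100% = cells lacking DAX-1 with DMSO; higher inhibition means more luminescence from relief of DAX-1 repression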
# ssDAF12 agonist: activates DAF-12 receptor from parasite S. stercoralis; HEK293 ssDAF-12/GRIP1 lit1-tk-luc reporter, luminescence; % of 3 µM dafachronic acid response; activation, % at 6.8 µM; actives 1% (n = 370,000); AID 652126;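 active = activation above the mean over all tested compounds plus 3 SD, cut at about 0.9% in these data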;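 also: 0% = DMSO-only wells and 100% = 3 µM delta7-dafachronic acid wells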
# DAX1 inh-2: NR0B1 (DAX1) inhibition; inhibition, % at 6.75 µM; AID 504766; actives 0.99% (n = 340,000); P51843; HEK293 Gal4-DAX1 luciferase reporter, luminescence;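 active = inhibition above the mean over all tested compounds plus 3 SD, cut at about 4.2% in these data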;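 also: 0% = DAX1-transfected cells with DMSO and 100% = empty-vector control cells with DMSO; inhibition shows as a rise in luminescence from relieved DAX1 repression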
# * = called active by the depositor; i = inactive; . = not tested or not shown.
SMILES,PLC-beta3 inh,ADAM10 inh,FXN GAA850 act,ADAM17 inh,PLCg1 inh,hcDAF-12 act,sPLA2-III inh,hgDAF12 agonist,DAX1 inh-1,ssDAF12 agonist,DAX1 inh-2
CCn1cc(CN2CCC(n3nccc3NC(=O)CCOc3ccccc3)CC2)c(C)n1,-5,3,2.2,1,-1,0.3,0,-0.1,0.0,-0.2,0.3
CCn1c(-c2cccn(Cc3ccc(Cl)cc3Cl)c2=O)n[nH]c1=S,-18,-40,2.6,-20,-9,-0.8,21*,-1.0,-0.6,0.2,-0.8
O=C(CSc1nnnn1-c1ccc(F)cc1)NC1CCCCC1,0,-13,-0.1,-2,3,-1.9,7,-0.3,-0.7,-1.1,-1.8
N#C/C(=C(/O)COC(=O)c1ccccc1O)c1nc2ccccc2s1,-21,-4,-0.4,1,-15,1.3,-6,0.7,0.5,0.7,0.1
O=C(c1ccc(=O)[nH]n1)N1CCN(S(=O)(=O)c2ccccc2F)CC1,-5,-14,0.6,-2,5,-0.3,4,0.3,0.5,-1.3,0.5
O=C(NCc1ccc(Cl)c(Cl)c1)c1cc(C2CCCCN2C(=O)CCc2ccccc2)on1 (centres undefined),2,25*,-1.1,9.2*,4,0.7,-22,0.1,-1.6,-1.2,.
CCCN1CCN(CCCNC(=O)c2ccc(CS(=O)c3ccccc3C)o2)CC1 (centres undefined),-10,-14,1.8,5,-4,4.0,5,1.2,0.5,-0.8,-0.2
Cc1ccc(N(C(=O)c2ccc3c(c2)OCO3)C2C=CS(=O)(=O)C2)cc1C (centres undefined),-6,-5,-2.6,0,1,-0.8,8,-0.4,-0.9,-1.5,0.1
O=C(/C=C/c1ccccc1)Nn1cnnc1,1,-11,0.8,-2,2,-0.8,-1,-1.2,0.4,-0.5,-1.6
O=C(Nc1ccc2c(c1)[C@@H]1C[C@@H](CC(=O)N3CCOCC3)O[C@@H](CO)[C@@H]1O2)NC1CCCC1,0,-3,-0.1,-5,0,0.3,7,-1.9,0.5,-1.5,1.6
COc1ccc(NC(=O)CSCC(=O)N(C)Cc2c(F)cccc2Cl)cc1,-6,-2,1.3,-8,-4,-2.1,1,-0.6,-0.4,-1.0,-0.7
CC(C)OCCCNC(=O)c1ccc2c(c1)ncn2C1CCCC1,2,-1,-0.1,-1,-1,1.7,0,-0.8,-0.8,-0.7,1.3
O=C(CCc1ccccc1)Nc1ccc(NC(=O)C2CCCCC2)nc1,1,3,3.8,2,0,-0.9,3,1.8,-0.1,-1.6,0.6
CCSCc1nnc(SCC(=O)Nc2nccs2)n1CC,-6,2,-1.2,-7,1,1.9,4,1.3,0.2,-1.1,0.4
CNc1nnc(SCC(=O)c2cc(C)n(C3CC3)c2C)s1,-2,-5,4.3,0,-4,3.4,-1,4.8,5.0*,-1.4,0.2
COC(=O)[C@]12CCCCC=C1N(Cc1ccco1)C(=O)[C@H](CC(=O)NCCCN1CCCC1=O)C2,-2,-7,.,-7,-2,-2.3,5,-2.7,0.1,-1.1,.
O=C(O)CSc1nnc(-c2ccc(Cl)cc2Cl)n1-c1ccc(Cl)cc1,-13,0,0.8,-2,-1,3.6,-2,-0.2,0.0,-0.6,-1.8
O=C(NCc1cccs1)c1ccc([N+](=O)[O-])cc1,12*,24*,1.0,6,10.0*,-0.9,11,0.6,-0.3,-1.4,-1.0
O=C1OC(NC(=O)c2ccccc2)C(n2cc(CO)nn2)=C1Cl (centres undefined),-4,-5,-2.8,2,1,-0.8,0,1.9,0.5,-1.2,0.0
O=C1c2ccccc2NC(c2ccccc2)N1CCCN1CCOCC1 (centres undefined),-333,-479,0.5,-219,-289,2.4,2,-0.8,-0.1,-1.5,-1.2
COc1ccc(N2C(=O)CC(S/C(N)=N/N=C(\C)c3cccs3)C2=O)cc1 (centres undefined),4,6,-2.2,1,6,1.4,-37,-1.0,-1.1,-0.7,-0.3
O=C(N1CCCCCC1)N1CCN(C(=O)N2CCOCC2)CC1,1,8,-0.4,0,0,1.1,9,0.8,0.8,-1.1,0.7
O=C(CCNC(=O)C1CCN(S(=O)(=O)c2ccc(F)cc2)CC1)NCCc1cccc(F)c1,0,-16,-1.1,0,2,-2.9,2,-2.2,-1.2,-1.1,0.8
COC(=O)[C@]12CCCCC=C1N(Cc1cccc3ccccc13)C(=O)[C@H](CC(=O)NCc1cccs1)C2,2,3,.,3,1,2.9,-19,6.6,-0.2,-1.0,.
CC[C@H](C)[C@H](NC(=O)OCc1ccccc1)C(=O)OCC(=O)N(C)CC(=O)Nc1ccccc1Cl,2,5,-0.8,0,2,-2.3,-9,-0.4,-0.9,-1.2,-0.3
Cc1ccc(Cn2c(SCC(C)C)nc3c2c(=O)n(C)c(=O)n3C)cc1,-1,-4,1.9,-4,-1,-1.3,3,-1.4,0.2,-1.2,-0.2
CC1CC(C)CN(c2ccc([N+](=O)[O-])nc2)C1 (centres undefined),-4,0,2.4,-1,0,-1.3,-1,-1.9,-0.5,-1.9,-0.1
Cc1ccc(Cl)cc1N1CCN(C(=O)CN(C2CCCCC2)S(C)(=O)=O)CC1,2,-6,-0.7,-1,5,-3.0,-4,-5.6,-1.7,-1.8,-1.8
COC(=O)c1ccc(COc2cc(C)ccc2C)o1,-4,-3,4.7,-1,-3,-0.2,-2,3.1,0.4,-0.6,0.3
CCCn1c(SCC(=O)NCCc2ccccc2)nnc1-c1ccccn1,9,6,1.5,1,4,0.7,-3,3.3,-0.7,-1.6,1.9
CCOC(=O)N(C)C[C@@H]1OCc2cn(nn2)CCCC(=O)N([C@H](C)CO)C[C@H]1C,2,-8,.,-3,0,-0.9,6,1.5,0.4,-1.1,.
c1ccc2[nH]c(-c3ccc4c(c3)OCO4)nc2c1,-9,-35,2.8,-14,0,9.9*,-2,12*,2.5,0.4,.
CCC1(c2ccccc2)NC(=O)N(CC(=O)N(C)Cc2c(F)cccc2Cl)C1=O (centres undefined),-7,3,0.6,-6,1,-1.1,-1,-0.5,-0.5,-1.3,-0.7
Cc1cnc(NC(=O)c2cc3c(C)nn(-c4ccccc4)c3s2)s1,-47,-32,3.1,-11,-35,2.7,-8,3.2,-0.3,-0.5,0.6
C[C@H](NC(=O)c1ccccc1Cl)C(=O)OC(C(=O)Nc1cc(C(F)(F)F)ccc1Cl)c1ccccc1 (some centres undefined),0,8,2.2,1,0,-0.9,-9,-1.9,-0.2,-1.2,-1.3
O=C(CCC(=O)c1cccs1)NNC(=O)c1ccc(Cl)cc1,-4,-20,-0.4,-2,-2,-0.5,0,-0.5,-0.2,-0.9,-0.1
O=C(NCCO)C1CCN(S(=O)(=O)c2ccc(F)cc2)CC1,4,-8,-1.4,-1,-1,-0.6,-1,1.6,0.1,-1.7,0.9
COc1cc(/C=C2\SC(=O)NC2=O)ccc1Oc1cnccn1,6,2,4.2,0,3,0.3,8,-1.2,0.5,-0.6,-0.8
O=C(CCl)N(CCc1ccccc1)CCc1ccccc1,-1,3,-2.4,1,-2,0.4,-4,1.2,-0.3,-0.8,-0.9
CC1CCCCC1NC(=O)C1CCN(C(=O)c2sccc2-n2cccc2)CC1 (centres undefined),-1,-8,1.3,-2,0,0.0,1,-3.5,-0.4,-1.4,0.1
O=C(Cn1ccc(C(F)(F)F)n1)N/N=C/c1ccc2c(c1)OCO2,1,-5,2.5,1,-3,1.6,-2,3.6,-0.2,-0.6,0.5
Cc1ccc(-c2csc(/C=C3\SC(C)C(=O)N3CC(=O)Nc3ccccc3F)n2)cc1 (centres undefined),-8,5,0.1,1,1,-0.2,-11,0.1,0.1,-1.1,2.7
Cc1ccc(NC(=O)Cn2c(=O)c3cccn3c3ccccc32)cc1,-10,-2,1.9,-1,-3,0.9,1,-0.8,0.5,-0.5,2.4
CCCn1c(SCC(=O)NCCc2ccccc2)nnc1-c1cccnc1,1,1,0.1,-4,0,-1.5,-3,-0.9,-0.3,-0.3,-0.5
O=C(Nc1nccs1)c1ccc(Br)o1,-17,-4,2.3,-6,-12,5.8*,-2,8.1,1.2,-0.5,2.2
C=CCn1cnc2scc(-c3ccccc3)c2c1=O,0,-11,0.1,-5,1,-0.9,-3,0.1,-0.2,-1.3,-0.3
CCOCCCNS(=O)(=O)c1ccc2c(c1)oc(=O)n2CC(=O)OCC,3,6,0.3,-3,0,-0.5,0,1.9,-0.5,-0.3,0.4
COc1ccccc1Cn1c(C(C)C)nc2ccccc21,-4,6,0.2,2,2,-1.8,0,-1.6,0.2,-2.0,0.3
CCN(C(=O)CSc1nc2cc(Cl)ccc2c(=O)n1CC(C)C)C1CCS(=O)(=O)C1 (centres undefined),-5,-11,2.4,-7,1,-0.5,7,1.5,1.3,-1.6,1.1
CCCCC1=CC2=CC(=O)C(C)(OC(=O)C3CCCC3)C(=O)C2=CO1 (centres undefined),-68,-6,0.4,-4,-49,-0.4,-9,-1.4,-0.1,-1.0,0.1
CS(=O)(=O)N1CCN(c2ccc(NC(=O)CSc3ccc(Cl)cc3)cc2)CC1,3,-6,-2.5,-3,1,-1.4,-6,-0.6,-0.3,-1.3,-0.8
CCOc1ccc(NC(=O)CN(c2ccc(OCC)cc2)S(=O)(=O)c2c(C)[nH]c(=O)[nH]c2=O)cc1,4,1,-1.0,1,2,-1.4,-13,-2.5,0.3,-1.5,0.1
CCCN(CCC)CCCNC(=O)c1cc2c(-c3ccc(OC)c(OC)c3)nn(C)c2s1,i,-18,-0.9,-7,i,-1.1,6,0.2,0.6,-0.9,1.1
NS(=O)(=O)c1ccc(NC(=O)CSc2nc3ccccc3c(=O)n2-c2ccc(Br)cc2)cc1,0,17,.,-1,1,-2.3,-14,-3.0,-1.1,-2.2,.
C/C=C/C(=O)N1CC2(CC(c3cccc(NC(=O)CC)c3)=NO2)C[C@H]1C(N)=O (some centres undefined),-2,-2,0.4,-1,-1,-1.3,3,-2.4,0.7,-1.1,-0.9
NC(=O)c1cc(C(N)=O)nc(Cl)n1,0,0,-0.1,1,2,0.5,2,-1.0,-0.2,-1.1,-0.8
Cc1cc(C(=O)COC(=O)Cc2ccc(Br)cc2)c(C)n1C,-1,-8,1.5,1,1,-1.8,2,0.7,-0.2,-0.8,-0.1
CC(Oc1ccc(F)cc1)C(=O)Nc1cc(S(=O)(=O)N2CCCCC2)ccc1N1CCOCC1 (centres undefined),5,3,1.5,-1,6,-2.1,0,-0.1,0.1,-0.9,0.4
